KCNK9 block: KCNK9 potassium channel inhibitors, primary screen, HEK293 cells, thallium flux | Potassium channel subfamily K member 9 (Homo sapiens), Q9NPC2 | FluxOR thallium flux fluorescence; stronger effect = lower value | B-score at 10 µM | 310,000 compounds, 1.2% hits | AID 488922, 2010;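 active means ratio B-score over 3 SD below the library mean, with starting fluorescence within 5 SD of its mean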;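 further: negative B-score means less thallium flux so channel inhibition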
KCNQ1 act: potentiators or activators of KCNQ1 channel, primary screen, cell-based, thallium flux, high-throughput | 310,000 compounds, 0.35% hits | CHO-K1 KCNQ1, thallium flux FluxOR fluorescence; stronger effect = higher value | AID 2648, 2010 | B-score at 10 µM;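 active means fluorescence ratio B-score, a plate-corrected score, at least three library SD, with initial intensity B-score within 5 SD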
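System: CHO-K1 cells stably expressing KCNQ1 / Medium: assay buffer for compound exposure, DMSO matched across wells / Reagent: thallium- and potassium-containing depolarizing buffer / Compound: one concentration, matched DMSO / Incubation: 20 min compound pretreatment at room temperature / Measured by: kinetic FluxOR fluorescence, 10 s baseline plus 110 s post-stimulus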
DYRK1A inh: rat Dyrk1A kinase inhibitors, primary screen, biochemical, single point, plate reader; Dual specificity tyrosine-phosphorylation-regulated kinase 1A (Rattus norvegicus), Q63470; ADP-Glo luminescence, NFATc1 peptide; inhibition, % at 12.5 µM; 310,000 compounds, 0.43% hits; AID 504441, 2011; in the data active means inhibition above about 50%;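 further: plate controls were vehicle with enzyme for no effect and no enzyme for full effect; many of its hits are not listed in these tables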
Platelet DG rel: inhibitors of platelet dense granule secretion, primary screen, cell-based, MLPCN, human platelets; human platelet-rich plasma, SFLLRN dense granule ATP release, luminescence; inhibition, %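 (compounds screened at 7.5 µM in platelet-rich plasma)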; 300,000 compounds, 0.22% hits; AID 1663, 2009;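 active means mean replicate score, as percent of positive control, at or above 50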
TRPC4 potent: positive allosteric modulators of TRPC4, primary screen, cell-based, mouse TRPC4beta, HEK293 mu-opioid, Fluo-4 calcium. Short transient receptor potential channel 4 (Mus musculus), Q9QUQ5. DAMGO EC20, Fluo-4 Ca2+ flux; stronger effect = higher value. B-score at 10 µM. 310,000 compounds, 0.42% hits;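 active means B-score of calcium response area above 5 SD of library B-scores, with initial fluorescence ratio within 5 SD of library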;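 further: B-score of integrated fluorescence ratio over time as area under calcium response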
Target sequence (Q9QUQ5 whole entry, looked up): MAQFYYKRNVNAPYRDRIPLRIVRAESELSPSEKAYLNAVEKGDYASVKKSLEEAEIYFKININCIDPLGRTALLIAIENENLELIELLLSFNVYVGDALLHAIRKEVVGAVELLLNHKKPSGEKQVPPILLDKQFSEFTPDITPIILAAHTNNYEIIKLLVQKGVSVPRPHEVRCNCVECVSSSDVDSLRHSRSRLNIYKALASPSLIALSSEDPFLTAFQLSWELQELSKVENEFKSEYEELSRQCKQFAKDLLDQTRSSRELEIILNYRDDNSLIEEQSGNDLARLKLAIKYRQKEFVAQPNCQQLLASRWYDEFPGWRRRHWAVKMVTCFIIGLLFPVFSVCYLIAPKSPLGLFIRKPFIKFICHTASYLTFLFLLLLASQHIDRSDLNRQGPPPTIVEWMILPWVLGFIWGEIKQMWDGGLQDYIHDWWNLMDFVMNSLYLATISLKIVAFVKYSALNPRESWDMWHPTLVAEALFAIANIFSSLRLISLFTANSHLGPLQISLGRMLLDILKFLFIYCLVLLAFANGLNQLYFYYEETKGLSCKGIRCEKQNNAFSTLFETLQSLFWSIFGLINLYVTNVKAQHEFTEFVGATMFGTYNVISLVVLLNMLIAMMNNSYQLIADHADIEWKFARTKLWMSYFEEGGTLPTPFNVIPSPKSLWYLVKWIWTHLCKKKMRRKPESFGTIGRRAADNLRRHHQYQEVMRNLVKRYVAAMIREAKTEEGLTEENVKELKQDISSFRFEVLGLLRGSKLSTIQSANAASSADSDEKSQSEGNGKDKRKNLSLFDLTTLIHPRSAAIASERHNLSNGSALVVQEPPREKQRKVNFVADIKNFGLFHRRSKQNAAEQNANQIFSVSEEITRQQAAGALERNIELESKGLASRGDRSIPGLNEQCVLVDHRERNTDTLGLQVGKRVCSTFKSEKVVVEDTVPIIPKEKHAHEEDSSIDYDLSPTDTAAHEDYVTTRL
TRPC4 inh: inhibitors of mouse TRPC4 channel, primary screen, Fluo4 calcium, HEK293 TRPC4beta/mu-opioid cells. Short transient receptor potential channel 4 (Mus musculus), Q9QUQ5. DAMGO-evoked Fluo4 calcium flux; stronger effect = lower value. B-score at 10 µM. 300,000 compounds, 0.39% hits. AID 2247, 2010;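 active means B-score over 3 SD under the library average, no early fluorescence shift, positive overall ratio signal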
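Test system – stable TRPC4beta/mu-opioid receptor HEK293 cells · Probe or stimulus – DAMGO, a submaximal dose followed by a maximal one · Dosing – one concentration per compound · Signal – Fluo4 calcium fluorescence by kinetic imaging, 5 s 1 Hz baseline · Evaluation – per-well B score of integrated baseline-normalized Fluo4 ratio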
KCNK3 block: human KCNK3 channel inhibitors, primary screen, CHO cells, FluxOR thallium flux, B-score. Potassium channel subfamily K member 3 (Homo sapiens), O14649. FluxOR fluorescence; stronger effect = lower value. B-score at 10 µM. 340,000 compounds, 0.84% hits;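 active means B-score under library mean minus 4 SD, starting fluorescence ratio at most library mean plus 5 SD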;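 further: more negative B-score means stronger inhibition of thallium flux through KCNK3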
hERG rescue: hERG rescue from dofetilide block, primary screen, cell-based, CHO-hERG, FluxOR thallium flux, dofetilide IC70; Voltage-gated inwardly rectifying potassium channel KCNH2 (Homo sapiens), Q12809; dofetilide IC70 present; activation (rescue from dofetilide block), less the hit threshold, % at 10 µM; 310,000 compounds, 0.51% hits;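 active means activation above the mean of controls blocked by dofetilide plus 5 SD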;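 further: thallium influx through hERG after potassium depolarization seen as dye fluorescence rise; in these data hits start at about 4.7%; inactives centre near -7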
TRPC4 agonist: activators of mouse TRPC4 channel, primary screen, Fluo4 calcium, HEK293 TRPC4beta/mu-opioid cells. Short transient receptor potential channel 4 (Mus musculus), Q9QUQ5. Fluo4 calcium fluorescence; stronger effect = higher value. B-score at 10 µM. 310,000 compounds, 0.49% hits. AID 2237, 2010;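 active means B-score above 5 SD of library B-scores, and initial fluorescence ratio not above library mean plus 5 SD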;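 further: positive B-score marks a calcium rise read as TRPC4 activation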
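Material: TRPC4beta and mu-opioid receptor HEK293 stable cells | Incubation: 45 min room-temperature Fluo4 loading, 110 s read | Detection: Kinetic Fluo4 calcium fluorescence | Measure: Integrated baseline-normalised fluorescence ratio, converted to per-well B score | Benchmarks: Low control buffer alone, high control maximal DAMGO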
KCNQ1 block: inhibitors of human KCNQ1 channel, primary screen, cell-based, thallium flux, high-throughput | Potassium voltage-gated channel subfamily KQT member 1 (Homo sapiens), P51787 | 310,000 compounds, 1.3% hits | B-score at 10 µM | CHO-K1 KCNQ1, FluxOR thallium flux fluorescence; stronger effect = higher value;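 active means compounds whose thallium flux B-score, printed positive for inhibition, exceeds three library SD while starting fluorescence stays within three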;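 further: channel opened by potassium depolarization with thallium stimulus after 20 min compound exposure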
PolyA inh: polyadenylation inhibitors in yeast reporter cells, primary screen, luminescence, S. cerevisiae. S. cerevisiae SKY197-pL101 polyadenylation reporter, beta-gal luminescence; efflux-impaired pdr1/pdr3 knockout yeast; score 100 = 6 SD above DMSO. 300,000 compounds, 0.02% hits. calls only at 12 µM. AID 1875, 2009;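 active means lowest replicate activity score at least 50, where 100 means six control SD above control mean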;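 further: yeast exposed to compound for 9 h at 30 °C; higher score means more reporter readthrough which indicates perturbed polyadenylation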
Numbers without * were called inactive; i = inactive; . = no result given.

SMILES	KCNK9 block	KCNQ1 act	DYRK1A inh	Platelet DG rel	TRPC4 potent	TRPC4 inh	KCNK3 block	hERG rescue	TRPC4 agonist	KCNQ1 block	PolyA inh
COc1ccc(O)c(CNn2c(-c3ccc(Br)cc3)nc3ccccc3c2=O)c1	i	i	7	-5	i	i	i	-7	i	i	i
CCn1nnnc1SCC(=O)N1CCc2ccccc21	i	i	0	-2	i	i	i	-4	i	i	i
CCOc1ccc(NC(c2ccccc2)P(=O)(OC)OC)cc1 (centres undefined)	i	i	.	-12	i	i	i	-4	i	i	i
CC(=O)Nc1cccc(-c2cc(C)c3cc4c(cc3n2)OCO4)c1	i	i	5	1	i	i	i	-6	i	i	i
O=C(Nc1ccccc1N1CCCCC1)c1cnccn1	i	i	8	2	i	i	i	-13	i	i	i
COc1cccc(N(CC(=O)NC2CC3CCC2C3)S(=O)(=O)c2ccccc2)c1 (centres undefined)	i	i	-2	.	i	i	i	-8	i	i	i
Cc1[nH]nc2c1C(c1cccs1)C1=C(CCCC1=O)N2 (centres undefined)	i	i	5	6	i	i	i	-14	i	i	i
CC(=O)Oc1ccc2c(=O)c(N3C(=O)c4ccccc4C3=O)c(C)oc2c1	i	i	-4	9	i	i	i	-3	i	i	i
COc1ccc(Br)cc1/C=C/C(=O)Nc1ccc(C)cc1	i	i	-5	6	i	i	i	-10	i	i	i
CCc1ncc(CN2CCCCC2C(=O)Nc2ccc(Oc3ccccc3)nc2)cn1 (centres undefined)	i	i	-1	-19	i	i	i	-10	i	i	i
Cc1onc(-c2ccccc2)c1NC(=O)N(CCC#N)Cc1cccs1	i	i	.	-6	i	i	i	-10	i	i	i
Cc1sc(NC(=O)Cn2cnnn2)nc1-c1ccc(Cl)cc1	i	i	-4	1	i	i	i	-8	i	i	i
O=C(Nc1ccc2c3c(cccc13)CC2)c1ccco1	i	i	7	-2	i	i	i	-3	i	i	i
COc1ccc(/C=C/c2ccc3cccc(O)c3n2)c(OC)c1OC	i	i	0	3	i	i	i	-3	i	i	i
CCCCNC(=S)N(C)/N=C/c1ccc(OCC(=O)Nc2ccc(OC)cc2)c(OC)c1	i	i	3	-2	i	i	i	-19	i	i	i
CC(=O)c1c(C)[nH]c(C(=O)N2CCN(c3ccc(F)cc3)CC2)c1C	i	i	7	-13	i	i	i	-7	i	i	i
COc1cc(CNC(=O)CCC(=O)N2C[C@H]3C[C@H](C2)c2cccc(=O)n2C3)cc(OC)c1OC	i	i	-16	1	i	i	i	-6	i	i	i
CN(C)S(=O)(=O)c1ccc(N2CCOCC2)nc1	i	i	3	2	i	.	i	-6	i	i	i
C=C1CCC[C@]2(C)C[C@H]3OC(=O)C(CN4CC(C)OC(C)C4)[C@H]3C[C@@H]12 (some centres undefined)	i	i	-3	-5	i	i	i	-9	i	i	i
O=C(CNC(=O)C12CC3CC(CC(C3)C1)C2)OCC(=O)N1CCCCC1	i	i	6	-9	i	i	i	-11	i	i	i
Cc1ccccc1-n1nc(C(=O)c2cccs2)cc(-c2nc3ccccc3[nH]2)c1=N	i	i	18	4	i	i	i	-17	i	6*	i
O=C(c1ccc2c(c1)OCO2)N1CCc2ccccc21	i	i	-3	8	i	i	i	-14	i	i	.
NC(=O)c1ccsc1NC(=O)C1CCN(S(=O)(=O)c2cccs2)CC1	i	i	25	6	i	i	i	-16	i	i	i
Cc1ccc2c(COC(=O)C34CC5CC(CC(C5)C3)C4)cc(=O)oc2c1	i	i	-6	-6	i	i	i	-5	i	i	i

Reprinted at random: two records from the list, in no set order.
SMILES	KCNK9 block	KCNQ1 act	DYRK1A inh	Platelet DG rel	TRPC4 potent	TRPC4 inh	KCNK3 block	hERG rescue	TRPC4 agonist	KCNQ1 block	PolyA inh
NC(=O)c1ccsc1NC(=O)C1CCN(S(=O)(=O)c2cccs2)CC1	i	i	25	6	i	i	i	-16	i	i	i
CN(C)S(=O)(=O)c1ccc(N2CCOCC2)nc1	i	i	3	2	i	.	i	-6	i	i	i

Other structures follow.
SMILES	KCNK9 block	KCNQ1 act	DYRK1A inh	Platelet DG rel	TRPC4 potent	TRPC4 inh	KCNK3 block	hERG rescue	TRPC4 agonist	KCNQ1 block	PolyA inh
O=C(Nc1ccccc1F)C(c1ccccc1)c1ccccc1	i	i	.	4	i	i	i	-10	i	i	i
CN(C)/C=N/c1nc2ccc3c(c2s1)CCCC3	i	i	7	0	i	i	i	-9	i	i	i
O=c1onc(-c2cccnc2)n1-c1ccccc1F	i	i	.	0	i	i	i	-7	i	i	i
COc1cc(C(N)=O)cc(Cl)c1OC	i	i	6	-2	i	i	i	-5	i	i	i
COC(=O)c1sccc1NC(=O)COc1ccc(Cl)cc1	i	i	0	4	i	i	i	-7	i	i	i
COc1ccc(C(=O)N/N=C/c2ccc(OC)c(COc3c(F)c(F)cc(F)c3F)c2)cc1	i	i	0	.	i	i	i	-11	i	i	.
CN(C)S(=O)(=O)N1CCC(Cc2ccccc2)CC1	i	i	-3	-1	i	i	i	-2	i	i	i
O=C(NCCN1CCN(C(=O)c2ccc(F)cc2)CC1)c1ccc(F)cc1	i	i	6	-14	i	i	i	-12	i	i	i
Cc1c(C(=O)NCc2ccc3c(c2)OCO3)oc2ccc(S(=O)(=O)N3CCCCC3)cc12	i	i	-5	4	i	i	i	-13	i	i	i
COc1cccc(N2C(=O)CC(N3CCN(c4ccc([N+](=O)[O-])cc4)CC3)C2=O)c1 (centres undefined)	i	i	2	7	i	i	i	-11	i	i	i
C/C(=N\NC(=S)Nc1cc(S(=O)(=O)N2CCOCC2)ccc1Cl)c1ccccc1F	i	i	0	-9	i	i	i	0	i	i	i
COc1ccc(/C=N/Nc2ccc(C(=O)O)cc2)cc1Br	i	i	10	68*	i	i	i	-5	i	i	i
O=[N+]([O-])c1ccc(N2CCCCC2)c(-c2nn[nH]n2)c1	i	i	.	5	i	i	i	-16	i	i	i
CCC(=O)OCCn1c(=O)c2ccccc2c2ccccc2c1=O	i	i	0	4	i	i	i	-10	i	i	i
CCOc1ccc(NC(=O)CCc2nnc3ccc(N4CCC(C)CC4)nn23)cc1	i	i	.	1	i	i	i	-11	i	i	i
Cc1ccc(C(=O)Nc2nnc(C)s2)cc1	i	i	-1	2	i	i	i	-5	i	i	i
Cc1ccc(NC(=O)C(NC2CCCc3ccccc32)c2ccccc2)cc1Cl (centres undefined)	i	i	1	1	i	i	i	-7	i	6*	i
N#CCCN1CCN(S(=O)(=O)c2ccc(S(=O)(=O)NCC3CCCO3)cc2)CC1 (centres undefined)	i	i	0	2	i	i	i	-8	i	i	i
COc1ccc(NS(=O)(=O)c2cc3c4c(c2)CCN4C(=O)CC3)cc1OC	i	i	-2	1	i	i	i	-8	i	i	i
CCOP(=O)(OCC)C(NC(=O)Nc1ccc(Cl)cc1)c1ccccc1 (centres undefined)	i	i	2	1	i	i	i	-5	i	i	i
CC1CCCC(NC(=O)c2cccc(N3CCCC3=O)c2)C1C (centres undefined)	i	i	-3	-14	i	i	i	-3	i	i	i
Cc1ccc(S(=O)(=O)Nc2cccc(N(C)S(C)(=O)=O)c2)cc1[N+](=O)[O-]	i	i	0	6	i	i	i	-1	i	i	i
COc1ccc(CC(=O)N/N=C/c2ccc(Cl)s2)cc1OC	i	i	-1	5	i	i	i	-10	i	i	i
CN(Cc1ccon1)C(=O)CCc1nnc(Cc2ccc(-c3ccccc3)cc2)o1	i	i	-3	8	i	i	i	-4	i	i	i
O=C(CSc1nnc2nnc3ccccc3n12)N1CCOCC1	i	i	-1	-17	i	i	i	0	i	i	i
CCCn1c(=O)c(C(=O)Nc2cc(C)ccn2)c(O)c2ccccc21	i	i	5	-9	i	i	i	-3	i	i	i
Cn1c(=O)c2[nH]c(N3CCN(c4ccccn4)CC3)nc2n(C)c1=O	i	i	.	15	i	i	.	-6	i	i	i
COc1cccc(OC)c1OCCCOc1cccc2cccnc12	i	i	3	-1	i	i	i	-19	i	i	i
Cc1[nH]c2ccccc2c1C(=O)CSc1ncn[nH]1	i	i	12	.	i	i	i	-7	i	i	i
CCc1cc(C(=O)Nc2ccc(C)cc2Br)cs1	i	i	3	9	i	i	i	-19	i	i	i
COc1ccc(-n2nc(C(=O)NCC(=O)N3CCN(Cc4ccccc4)CC3)c3ccccc3c2=O)c(OC)c1	i	i	1	-1	i	i	i	-14	i	i	i
O=C(/C=C/c1ccco1)c1ccccc1O	i	i	-5	14	i	i	i	-9	i	i	i
CCCCNC(=O)CCSc1nc2nc(C)cc(C)n2n1	i	i	1	-6	i	i	i	-15	i	i	i
O=C(O)c1ccc2c3c(cccc13)C(=O)N(c1cccc3ccccc13)C2=O	i	i	8	0	i	i	i	-9	i	i	i
CC(=O)Nc1nnc(SCC(=O)N2CCN(Cc3ccccc3)CC2)s1	i	i	1	0	i	i	i	-18	i	i	i
CCOc1cc(CNc2ccc(Br)cc2)cc(Br)c1OCC(=O)NC(C)(C)C	-9.2*	i	1	-9	i	i	i	2	i	i	i
CN(Cc1nc2ccccc2[nH]1)C(=O)C1CCC(=O)N(CCc2cccc(F)c2)C1 (centres undefined)	i	i	5	6	i	i	i	-7	i	i	i
CS(=O)(=O)N(CC(=O)N1CCCC1)c1cccc(Cl)c1Cl	i	i	.	1	i	i	i	-1	i	i	i
Cc1ccc(C(=O)N/C(=C\c2ccc(-c3ccc([N+](=O)[O-])cc3)o2)C(=O)NC2CCS(=O)(=O)C2)cc1 (centres undefined)	i	i	-8	3	i	i	i	-5	i	i	i
Cc1ccc2nc(Cl)c3cc(C(=O)N(CCN(C)C)Cc4ccco4)sc3c2c1	i	i	-1	12	i	i	i	-16	54*	i	i

From PubChem

These rows are one share of the data; count on the stated rates, not on these rows.
